# GPT2 inh: GPT2 alanine aminotransferase inhibition | Recombinant GPT2, coupled pyruvate oxidase/HRP Amplex Red fluorescence | AID 1671188 | 100,000 tested, 0.25% active | Potency, µM (highest dose often 57.7 µM), for inactives: at the top dose activity change, negative = inhibition, usual class: inhibitors; note: potency is the fitted concentration of half-maximal effect; nearly all actives have a fitted effect of over 60% in size; many of its hits are not listed in these tables
# Target sequence (Q8TD30 whole entry, looked up): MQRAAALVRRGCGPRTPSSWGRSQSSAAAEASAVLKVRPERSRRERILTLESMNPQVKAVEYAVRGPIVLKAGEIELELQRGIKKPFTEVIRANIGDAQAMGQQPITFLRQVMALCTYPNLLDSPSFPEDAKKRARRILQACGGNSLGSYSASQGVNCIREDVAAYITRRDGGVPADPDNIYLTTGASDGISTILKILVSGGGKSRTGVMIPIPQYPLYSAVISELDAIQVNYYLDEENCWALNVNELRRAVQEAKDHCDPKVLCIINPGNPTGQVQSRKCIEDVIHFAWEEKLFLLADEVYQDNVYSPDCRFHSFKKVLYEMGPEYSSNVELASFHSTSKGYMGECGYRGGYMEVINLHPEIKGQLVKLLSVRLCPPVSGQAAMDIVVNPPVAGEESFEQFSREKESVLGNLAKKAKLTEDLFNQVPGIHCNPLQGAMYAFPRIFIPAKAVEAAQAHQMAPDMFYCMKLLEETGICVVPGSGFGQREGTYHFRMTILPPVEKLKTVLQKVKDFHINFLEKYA
#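 Fluorescence of coupled pyruvate oxidase/HRP/Amplex Red system (50uM Amplex, 30 min, dark) reports pyruvate formed by GPT2. Enzyme reaction: 10ng/uL GPT2, 2mM L-alanine, 250uM a-KG, 30 min room temperature, pH 7.5; 50uM AOA control.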
# SNCA expr inhib: SNCA gene expression inhibition; HEK-293 SNCA-luciferase knock-in, luminescence, 24 h; Potency, µM (titrated, usually from 57.2 µM), without a hit: at the highest dose activity change, negative = inhibition, hits mostly inhibitors; 140,000 tested, 0.17% active; AID 1671194;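 note: potency is the fitted concentration of half-maximal effect; plate controls were DMSO cells for no effect and cell-free wells for full effect; nearly all actives have a fitted effect of over 45% in size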
# Luciferase inh: blocks purified firefly luciferase enzyme activity; 76,000 tested, 2.5% active; AID 1347043; P08659; Potency, µM (doses to about 115 µM), without a hit: at the highest dose activity change, negative = inhibition, actives largely listed as inhibitors; purified P. pyralis luciferase, luminescence, biochemical; note: potency is the fitted concentration of half-maximal effect; nearly all actives have a fitted effect of over 65% in size
# Target sequence (P08659 whole entry, looked up): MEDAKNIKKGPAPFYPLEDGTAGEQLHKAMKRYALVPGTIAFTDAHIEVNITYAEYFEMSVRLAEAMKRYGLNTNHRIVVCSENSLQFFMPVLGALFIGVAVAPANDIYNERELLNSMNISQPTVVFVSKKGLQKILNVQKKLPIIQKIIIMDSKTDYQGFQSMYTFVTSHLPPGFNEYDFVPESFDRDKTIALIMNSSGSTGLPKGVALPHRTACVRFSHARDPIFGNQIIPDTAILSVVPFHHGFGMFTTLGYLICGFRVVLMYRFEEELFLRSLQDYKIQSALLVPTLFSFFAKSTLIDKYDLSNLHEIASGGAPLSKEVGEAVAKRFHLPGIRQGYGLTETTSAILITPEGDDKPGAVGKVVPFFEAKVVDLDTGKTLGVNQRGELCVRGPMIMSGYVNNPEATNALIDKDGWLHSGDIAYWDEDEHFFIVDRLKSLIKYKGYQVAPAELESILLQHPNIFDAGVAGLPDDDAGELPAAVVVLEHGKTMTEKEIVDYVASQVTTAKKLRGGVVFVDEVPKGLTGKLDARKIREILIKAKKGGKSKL
#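 Cell-free enzyme assay, 10nM P. pyralis luciferase, luciferin and ATP each at 10uM. Inhibition profiled over a 6-point titration, read as luminescence.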
# 3T3 cytotox: cytotoxic compounds in NIH 3T3 cells; NIH 3T3 viability, CellTiter-Glo ATP luminescence, 48-72 h; Potency, µM (top dose mostly 96.7 µM), inactives show at the top dose activity change, negative = cytotoxicity, most hits filed as inhibitors; 94,000 tested, 4.3% active; AID 1345082; note: potency is the fitted concentration of half-maximal effect; nearly all actives have a fitted effect of over 55% in size
#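 First NIH 3T3 cells are plated at 400 cells/well; next compound is pinned in; then plates incubate 48 or 72 hr at 37 °C; finally CellTiter-Glo is added and luminescence read after 10 min.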
# HEK cytotox: HEK 293 cell cytotoxicity; HEK 293 viability, ATP luminescence (CellTiter-Glo), 48-72 h; Potency, µM (series often up to 115 µM), for inactives: top-dose activity change, negative = cytotoxicity, hits mostly inhibitors; 94,000 tested, 6.6% active; note: potency is the fitted concentration of half-maximal effect; nearly all actives have a fitted effect of over 60% in size
#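 CellTiter-Glo luminescence (cellular ATP) was read after 48 or 72 hr of compound exposure at 37 degree Celsius. Cells were HEK 293 plated at 250 cells/well.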
# IP6K1 inhibitor: IP6K1 kinase inhibition; activity change, % (series mostly up to about 58 µM); AID 1645851; IP6K1 kinase, ADP-Glo luminescence, 2 h; hits give low values; 140,000 tested, 0.81% active; in the data active = activity change below about -25%
#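 ADP-Glo luminescence measures ADP made by human IP6K1 during a 2 h RT reaction with ATP/IP6 (mix at 1.3 mM/130 uM); top library doses 57.5 and 19.1 uM final.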
# SNCA viab count: counter-screen for SNCA expression inhibitors: cell viability; HEK-293-SNCA-luc viability, GF-AFC fluorescence, 24 h; 150,000 tested, 0.12% active; AID 1671193; Potency, µM (top dose mostly 57.1 µM), for inactives: at the highest dose activity change, negative = cytotoxicity, hits mostly cytotoxic;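 note: potency is the fitted concentration of half-maximal effect; 0% = DMSO-treated cells and -100% = medium-only wells without cells; nearly all actives have a fitted effect of over 30% in size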
#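 Cytotoxicity counterscreen: after 24 h compound treatment of genome-edited SNCA-luciferase HEK-293 cells, live-cell protease substrate GF-AFC read by fluorescence after 30 min; activity scaled between DMSO (0%) and medium-only (-100%), curves Hill-fitted.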
# An asterisk follows results filed as active; i = inactive; ? = inconclusive; / = no result given; & = joins results of further samples; [ ] = another dose, or the depositor's remark. Unless noted, calls come from the whole dose curve; as a rule, active = well fitted curve in the direction sought with a large enough effect; inconclusive = small, poorly fitted or top-dose-only effect, or another doubt; inactive = no such curve, though single readings can be large; an effect the other way counts as inactive or inconclusive. Unless noted, % is set by controls: 0 for no effect and ±100 for the full control effect.
SMILES,GPT2 inh,SNCA expr inhib,Luciferase inh,3T3 cytotox,HEK cytotox,IP6K1 inhibitor,SNCA viab count
CN1c2cc(C(=O)Nc3ccc(Cl)c(Cl)c3)ccc2C(=O)N2CCCCCC21 (centres undefined),-2%,8%,-27%,?,-30%,9,?
COc1ccc(-n2c(=O)c3sc4ccccc4c3n(Cc3ccccc3C)c2=O)cc1OC,/,11%,/,/,/,-6,7%
O=C(c1c[nH]c2ccccc12)N1CCC2(CC1)CNS(=O)(=O)c1cccnc1O2,-6%,2%,/,-14%,-17%,8,-2%
COc1ccccc1Cn1c(=O)c(C(=O)N2CCN(C(=O)c3ccc(C)cc3)CC2)nc2cccnc21,i,5%,/,?,-15%,8,-4%
C=CCCC(CN1CCCC1)Oc1ccc(C(=O)NCC)cn1 (centres undefined),i,-9%,-1%,-15%,-12%,3,-22%
CC(C)c1ccc(CC(=O)N2CCCc3ncc(C(=O)NCCc4c[nH]c5ccccc45)cc32)cc1,-25%,?,4%,11µM*,25µM*,5,-7%
CCC1(N2CCN(S(=O)(=O)c3cccc4cccnc34)CC2)CCN(C(=O)NC)C1 (centres undefined),i,?,2%,?,-17%,5,-11%
CCOC(=O)C1CCCN(C(=O)Cn2ncc3c([nH]c4ccccc43)c2=O)C1 (centres undefined),/,-19%,/,/,/,11,-5%
COCC(=O)N1C[C@@H]2CCCN3CCC[C@@H]([C@H]23)[C@H]1CCCC(=O)N1CCOCC1,-37%,-19%,-7%,i,-2%,-12,2%
COCCN1C(=O)c2ccccc2C(C(=O)NC2CCCCCC2)C12CCCCC2 (centres undefined),5%,-19%,1%,-18%,?,4,-9%
O=C(NC[C@H]1O[C@@H](CO)[C@@H](O)[C@H]1N1CCOCC1)c1cccc(F)c1,-4%[88.5 µM],-4%[87.6 µM],5%[172 µM],-6%[174 µM],5%[172 µM],-2,-2%[87.6 µM]
CC(C)NC(=O)C1CCN(c2nccc(Nc3ccccc3Cl)n2)CC1,i,?,/,?,?,6,3%[12.5 µM]
CN(C)c1ccc(CNC(=O)CN2CCSc3ccc(S(=O)(=O)N(C)C)cc32)cc1,/,?,/,/,/,15,-24%
CC(C)Oc1ccc(CNC(=O)CCn2c(=O)c3cccn3c3ccc(F)cc32)cc1,/,-2%,/,/,/,-10,10%
COc1ccc(N2CC(C(=O)N3CCC(C(=O)NCC4CC4)C3)NC2=O)cc1 (centres undefined),4%,3%,-2%,-6%,-1%,-3,9%
Cc1ccc(NC(=O)[C@H]2O[C@@H]3OC(C)(C)O[C@@H]3[C@H]3OC(C)(C)O[C@H]32)cc1F,/,4%,/,/,/,-17,9%
NCC1CCCCC(=O)N1 (centres undefined),3%,-7%,9%,-3%,1%,-16,15%
Cc1ccc(C(=O)N[C@@H]2C=C(C(=O)NCCC(N)=O)C[C@@H](O)[C@@H]2O)cc1,1%[88.5 µM],4%[87.6 µM],-2%[172 µM],-14%[174 µM],-6%[172 µM],12,-2%[87.6 µM]
Fc1ccc(F)c(CN2CCC(Oc3ccccc3-c3nc(C4CCOCC4)no3)C2)c1 (centres undefined),i,?,0%,?,?,-7,?
Cc1ccc(-c2nnc(C3CN(C(=O)c4cc(F)cc(F)c4)CC34CCOCC4)o2)cc1 (centres undefined),i,2%,-1%,-1%,?,18,-22%
NC1CONC1=O (centres undefined),i,-3%,/,/,/,/,1%
COc1ccc(-c2noc([C@@H]3C[C@@H](O)CN3Cc3ccc(F)cc3)n2)cc1,1%[88.5 µM],148%[activator][87.6 µM],45µM*,-17%[174 µM],?,2,-2%[87.6 µM]
Cc1ccc(-c2ccccc2CN2CCC(C(=O)NCC3CC3)CC2)cc1Cl,/,/,/,?,35µM*,0,/
Cc1ccsc1C(=O)N1CCC(Oc2cccnc2)C1 (centres undefined),i,29%,18%,i,8%,9,0%

# Looked up one by one from the entries so far, five records:
SMILES,GPT2 inh,SNCA expr inhib,Luciferase inh,3T3 cytotox,HEK cytotox,IP6K1 inhibitor,SNCA viab count
Cc1ccc(NC(=O)[C@H]2O[C@@H]3OC(C)(C)O[C@@H]3[C@H]3OC(C)(C)O[C@H]32)cc1F,/,4%,/,/,/,-17,9%
Cc1ccc(-c2nnc(C3CN(C(=O)c4cc(F)cc(F)c4)CC34CCOCC4)o2)cc1 (centres undefined),i,2%,-1%,-1%,?,18,-22%
CN(C)c1ccc(CNC(=O)CN2CCSc3ccc(S(=O)(=O)N(C)C)cc32)cc1,/,?,/,/,/,15,-24%
COc1ccc(-c2noc([C@@H]3C[C@@H](O)CN3Cc3ccc(F)cc3)n2)cc1,1%[88.5 µM],148%[activator][87.6 µM],45µM*,-17%[174 µM],?,2,-2%[87.6 µM]
Fc1ccc(F)c(CN2CCC(Oc3ccccc3-c3nc(C4CCOCC4)no3)C2)c1 (centres undefined),i,?,0%,?,?,-7,?

# Taken from above.
# Result for CN(C)c1ccc(CNC(=O)CN2CCSc3ccc(S(=O)(=O)N(C)C)cc32)cc1 under IP6K1 inhibitor: 15
# Result for COc1ccc(N2CC(C(=O)N3CCC(C(=O)NCC4CC4)C3)NC2=O)cc1 (centres undefined) under GPT2 inh: 4%

# New compounds follow:
SMILES,GPT2 inh,SNCA expr inhib,Luciferase inh,3T3 cytotox,HEK cytotox,IP6K1 inhibitor,SNCA viab count
COc1ccc(C(=O)NC2CCN(c3cc(-c4ccccc4)[nH]n3)C2)c(C)c1 (centres undefined),?,-19%,-9%,?,?,13,-1%
O=C(Cc1ccccc1)N1CCCN(c2cc(-c3ccc(Br)cc3)[nH]n2)CC1,?,-7%,-4%,?,?,6,-17%
COC(=O)N1CCc2nc(C)nc(-c3ccc(OC)cc3)c2C1,-20%[88.5 µM],11%[87.6 µM],/,-27%[138 µM],-24%[172 µM],-9,-2%[87.6 µM]
Cc1cc(C)cc(-c2ccc(CN3CCCC3C(=O)NCc3cccs3)cc2)c1 (centres undefined),-1%,-8%,/,?,?,3,5%
CC(c1ccccc1)N1CCN(c2cccc(CN(C)[S+](C)(=O)[O-])c2F)CC1 (centres undefined),/,/,/,?,79µM*,23,/
Cc1cccc(-c2nn3c(=O)cc(CN4CCN(C(=O)/C=C/c5ccccc5)CC4)nc3s2)c1,/,20%,/,/,/,7,3%
Cc1noc(C)c1CCCNC(=O)c1cccc(CCC(C)(C)O)c1,-15%[11.5 µM],2%,0%,-19%,-13%,-8,0%
Cc1cc(C(F)(F)F)nn1CC(=O)NCC12CCC=C1N(C)C(=O)CC2 (centres undefined),i,5%,13%,-17%,-12%,-7,7%
Cc1cccc(-c2ccc3c(c2)C(=O)N2CC[C@H](NC(=O)NC(C)C)[C@H]2C(=O)N3)c1C,2%[88.5 µM],18%[87.6 µM],-2%[172 µM],?,?,-6,9%[87.6 µM]
CNS(=O)(=O)c1cc(-c2nnc(Nc3cc(C)ccc3C)c3ccccc23)ccc1C,/,-23%,/,/,/,-2,-15%
COCC1(C(=O)N2CCOC(c3ccc4cc(OC)ccc4c3)C2)CCC1 (centres undefined),1%,56%[activator],20µM*,?,?,14,-2%
O=C(O)C1=CCCN(CCON=C(c2ccccc2)c2ccccc2)C1,-10%,25%,/,/,/,/,0%
Cc1ccc(S(=O)(=O)NCC2CCC(C(=O)NCc3ccc(F)cc3)CC2)cc1 (centres undefined),/,-6%,/,/,/,20,-3%
CC(=O)c1ccc(NC(=O)Cn2c(=O)n(Cc3ccco3)c(=O)c3sc4ccccc4c32)cc1,/,-11%,/,/,/,6,-14%
COCCn1ncc(N2CCC(NC(=O)C3CCOC3)CC2)cc1=O (centres undefined),4%,0%,-13%,-18%,0%,4,9%
Cc1ccc(C(=O)N2CCC(CCC(=O)N3CCCCC3)CC2)cc1,-1%,44%[activator],28µM*,-13%,?,15,-9%
CN(C)c1ncc(C(=O)NCc2ccccc2Cl)cn1,/,-29%,/,/,/,-12,9%
O=C(c1ccncc1)N1CCCC(CN2CCOCC2)CC1 (centres undefined),-6%,-16%,1%,4%,-7%,-14,11%
Cc1cccc(NC(=O)CN2C(=O)c3cccnc3Oc3ccc(Cl)cc32)c1C,/,26%,/,/,/,0,5%
COc1ccc(NC(=O)c2ccco2)cc1NC(=O)COc1ccc(Cl)c(C)c1,/,11%,/,/,/,-1,12%
O=C(NCc1cccc(Cl)c1)c1ccc2c(Cl)c3c(nc2c1)CCCC3,/,-5%,/,/,/,-4,-7%
C[C@@H]1CCC/C=C/[C@H]2CC(=O)C[C@@H]2[C@@H](O)/C=C/C(=O)O1,i,/,/,/,/,-6,-8%
CC1(C)C(O)CCC2(C)C1C(O)C=C1COC(=O)C12O (centres undefined),i,/,/,/,/,12,0%
COCC(=O)NC[C@H]1CCN(Cc2cccc(Cl)c2)C[C@H]1N(C)C,0%,?,1%,-16%,-8%,12,-5%[12.5 µM]
Cc1ncsc1CN1CCCCCCNC(=O)CC1,i,?,5%,-20%,-1%,-12,7%
O=C(NCc1c[nH]c2ncccc12)c1ccc(C(F)(F)F)cc1,i,-29%[87.6 µM],0%[172 µM],?,?,24,13%[87.6 µM]
CCOC(=O)C1(Cc2ccccc2C)CCCN(Cc2cn(CC(N)=O)c3ccccc23)C1 (centres undefined),-9%,2%,-5%,?,?,11,-7%
CCCCNC(=O)CSc1nc2nc(C)c(Cc3c(F)cccc3Cl)c(C)n2n1,/,-7%,/,/,/,-3,8%
COC(=O)[C@@H]1Cc2ncn(Cc3ccc(OC)cc3)c2CN1S(=O)(=O)c1cccc(C(F)(F)F)c1,-7%,-31%,-19%,?,?,0,-20%
Cc1ccc(Nc2nc3ccc(C)cc3nc2-n2nc(C)cc2C)c(C)c1,/,-1%,/,/,/,-11,4%
O=C(O)c1ccc(-c2ncc3cnc(-c4cccc(F)c4)cn23)cc1,-9%[88.5 µM],-10%[87.6 µM],1%[172 µM],?,i,-30*,4%[87.6 µM]
O=C(NCCNC(=O)c1cccc(-c2ccsc2)c1)c1ccc(Cl)nc1,-4%,?,/,-1%,-6%,-7,4%[12.5 µM]
CCCCCC(=O)N1CC[C@@H](CC(=O)O)[C@@H](CC)C1,4%[88.5 µM],14%[87.6 µM],1%[230 µM],-22%[174 µM],-25%[230 µM],-8,-3%[87.6 µM]
O=C(CCC1CCN(C(=O)c2ccccc2F)CC1)Nc1ccccc1,4%,-18%,-7%,-19%,?,21,-10%
Cc1c(-c2ccc3c(c2)OCO3)oc2ccc(C(O)C(C)O)cc12 (centres undefined),1%[27.3 µM],/,/,/,/,-22,-8%
CC#C[C@]1(O)CC[C@H]2[C@@H]3CCC4=CC(=O)CCC4=C3[C@@H](c3ccc(N(C)C)cc3)C[C@@]21C,-20%&-30%,?,/,/,/,-2,-6%
Cc1cccc(CC(=O)N2C[C@@H](Oc3ccccc3)C[C@@H]2C(=O)N2CCOCC2)c1,1%,-16%,1%,-11%,i,5,6%
CCC(C)NC(=O)C1CCN(S(=O)(=O)c2ccc3c(ccn3CC)c2)CC1 (centres undefined),/,0%,/,/,/,22,-1%
O=C(Cc1ccc(F)cc1)N1CCC[C@H]1c1nc(-c2ccc(F)cc2)no1,i,1%,4%,?,?,-2,-15%

# High-throughput results (PubChem)

# Outcome played no part in choosing rows (roughly 7.7% active in at least one column).
